HT1080 cytotoxicity = HT1080 cell viability loss – fluorescence readout (AID 620). HT1080 viability, fluorescence; higher % means a stronger effect. one-dose cytotoxicity, % at 10 µM; EC50 in µM for titrated hits. 0.42% of 87,000 active;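 note: cells exposed to compound overnight then 4 h with Alamar Blue; 0% = vehicle DMSO and 100% = killing control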
DPM-DC inhibit = blocks S. pneumoniae diphosphomevalonate decarboxylase. AID 556. purified DPM-DC, PK/LDH coupled NADH fluorescence. 0.49% of 65,000 active. calls only at 10 µM;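 active = the 320 compounds with the highest percent inhibition in the single-dose primary screen, excluding strongly autofluorescent ones, cut at about 32% in these data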;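 note: kinetic rate of NADH fluorescence loss reporting ADP formed by the decarboxylase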
PMK inhibit = blocks S. pneumoniae phosphomevalonate kinase. purified PMK, PK/LDH-coupled NADH absorbance 340 nm. inhibition, % at 10 µM. 0.49% of 65,000 active;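 active = top-ranked compounds by inhibition in the single 10 µM screen, taking a fixed number of the strongest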;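 note: 0% = full reaction with DMSO carrier and 100% = background rate without enzyme reaction; no value below 0 was filed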
MK inhibit = inhibitors of Streptococcus pneumoniae mevalonate kinase. 0.48% of 65,000 active. purified MK, PK/LDH-coupled NADH absorbance 340 nm. inhibition, % at 10 µM;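 active = ranked among the strongest by inhibition in the single 10 µM screen, a fixed top-ranked set picked for dose follow-up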; note: no value below 0 was filed
LYP inhibition = inhibition of human PTPN22 tyrosine phosphatase – biochemical, DiFMUP fluorescence, recombinant catalytic domain, 10 µM, primary screen (AID 606); 52,000 tested, under 10 active; inhibition, % at 10 µM, or IC50 in µM where a hit was titrated; recombinant LYP catalytic domain, DiFMUP fluorescence; higher % means a stronger effect;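 active = IC50 under 40 µM in the dose-response test; inactive = IC50 of 40 µM or more, or never dose-tested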
HPDE-C7 cytotoxicity = HPDE-C7 pancreatic duct cell viability loss – fluorescence, HTS (AID 430) | HPDE-C7 pancreatic duct cells viability, fluorescence; higher % means a stronger effect | one-dose cytotoxicity, % at 10 µM; EC50 in µM for titrated hits | 1.8% of 63,000 active;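 note: cells exposed to compound for 48 hours before viability readout; 0% = vehicle and 100% = reference cytotoxic drug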
Bfl-1 displacement = Bfl-1 inhibitors, primary screen, biochemical, fluorescence polarization, FITC-Bid, mouse (AID 432); FITC-Bid BH3 peptide fluorescence polarization displacement; higher % means a stronger effect; displacement, % at 20 µM; hits with a dose series show IC50 in µM; 0.02% of 64,000 active; in the data active = a potency from the dose series; inactive = the rest, 99 in 100 with displacement below about 15%; note: strong numbers were not always called active
TNAP inhibition = inhibition of tissue-nonspecific alkaline phosphatase – biochemical, luminescent (AID 518) | inhibition, % at 20 µM, or IC50 in µM where a hit was titrated | 0.09% of 64,000 active | purified TNAP enzyme, luminescent substrate readout; higher % means a stronger effect; in the data active = a potency from the dose series; inactive = the rest, 99 in 100 with inhibition below about 22%;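 note: plate controls were vehicle for no effect and reference inhibitor for full effect; many of its hits are not listed in these tables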
KRASV12 cytotoxicity = cytotoxicity in KRAS-transformed pancreatic duct cells, primary screen, cell-based, fluorescence, HTS (AID 431) | HPDE-C7K KRASV12 cells, Alamar Blue viability, 48 h; higher % means a stronger effect | cytotoxicity, % at 10 µM; hits with a dose series show EC50 in µM | 1.7% of 63,000 active;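 active = compounds whose percent cytotoxicity in the single-dose primary screen, scaled between solvent and toxic-drug controls, exceeds 50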;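 note: 0% = DMSO solvent wells and 100% = doxorubicin-treated wells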
PMK inhibit pilot replicates = second read-out of PMK inhibit, no call of its own (marks repeat the call); inhibition, %; measured here: pilot screen replicates
MK inhibit pilot replicates = also measured in MK inhibit; calls as there; inhibition, %; measured here: pilot screen replicates
DPM-DC inhibit pilot screen % = further read-out of DPM-DC inhibit, marked with its call; inhibition, %; measured here: pilot screen trials
* hit, by the source's call. Cut-off read from the data, not from the text of the source, unless noted: active = cytotoxicity above about 50%; inactive = the rest.

How did COc1ccccc1N1CCN(S(=O)(=O)Cc2ccccc2Cl)CC1 do in these assays?
HT1080 cytotoxicity: 8%; DPM-DC inhibit: inactive; PMK inhibit: 0; MK inhibit: 6; LYP inhibition: -12%; HPDE-C7 cytotoxicity: -8%; Bfl-1 displacement: -7%; TNAP inhibition: -4%; KRASV12 cytotoxicity: 5%

What do the screens show for `CCOc1ccc(C(=O)c2ccc(OCC)c(N)c2)cc1N`?
HT1080 cytotoxicity: 0%; DPM-DC inhibit: inactive; PMK inhibit: 0; MK inhibit: 8; HPDE-C7 cytotoxicity: 19%; Bfl-1 displacement: -7%; TNAP inhibition: 5%; KRASV12 cytotoxicity: 10%

Results for CCn1cc(S(=O)(=O)CC(=O)Nc2cccc(C)c2)c2ccccc21 ?
HT1080 cytotoxicity: -6%; DPM-DC inhibit: inactive; PMK inhibit: 5; MK inhibit: 10; LYP inhibition: 4%; HPDE-C7 cytotoxicity: -7%; Bfl-1 displacement: 1%; TNAP inhibition: 8%; KRASV12 cytotoxicity: 3%

Results for Nc1nc2sc3c(c2cc1C(=O)N1CCOCC1)CCCC3 ?
HT1080 cytotoxicity: -1%; PMK inhibit: 1; MK inhibit: 28; LYP inhibition: 0%; HPDE-C7 cytotoxicity: 5%; Bfl-1 displacement: 0%; TNAP inhibition: 2%; KRASV12 cytotoxicity: 6%

How did Cc1cc2c(c(=O)n1Cc1cccnc1)C(Cc1ccccc1)C(C#N)=C(N)O2 (configuration not stated) do in these assays?
HT1080 cytotoxicity: -11%; DPM-DC inhibit: inactive; PMK inhibit: 2; MK inhibit: 3; LYP inhibition: 8%; HPDE-C7 cytotoxicity: -14%; Bfl-1 displacement: -11%; TNAP inhibition: 1%; KRASV12 cytotoxicity: -13%

Results for CCOC(=O)N1CCN(C(=O)CSc2nnc(-c3cc(OC)cc(OC)c3)o2)CC1 ?
HT1080 cytotoxicity: 1%; DPM-DC inhibit: inactive; PMK inhibit: 11; MK inhibit: 0; LYP inhibition: 12%; HPDE-C7 cytotoxicity: -4%; Bfl-1 displacement: 6%; TNAP inhibition: 11%; KRASV12 cytotoxicity: -7%; PMK inhibit pilot replicates: 7.0; MK inhibit pilot replicates: 0.0; DPM-DC inhibit pilot screen %: 0.0

Results for COc1ccc(OC)c(S(=O)(=O)NCc2cn3cccc(C)c3n2)c1 ?
HT1080 cytotoxicity: -3%; DPM-DC inhibit: inactive; PMK inhibit: 15; MK inhibit: 0; LYP inhibition: 6%

How did COc1ccc2c(C(=O)CN3CC(C)OC(C)C3)c[nH]c2c1 (configuration not stated) do in these assays?
HT1080 cytotoxicity: -2%; DPM-DC inhibit: inactive; PMK inhibit: 12; MK inhibit: 6; LYP inhibition: -7%; HPDE-C7 cytotoxicity: 6%; Bfl-1 displacement: -4%; TNAP inhibition: 5%; KRASV12 cytotoxicity: 13%

Results for CCc1c(C)sc(NC(=O)c2cnn3cccnc23)c1C#N ?
HT1080 cytotoxicity: 9%; DPM-DC inhibit: inactive; PMK inhibit: 4; MK inhibit: 10; LYP inhibition: 20%; HPDE-C7 cytotoxicity: 2%; Bfl-1 displacement: -2%; TNAP inhibition: 2%; KRASV12 cytotoxicity: -7%

Results for Cc1nn(C)c(C)c1NC(=O)CSc1nc(Cc2ccccc2)nc2c1cnn2-c1ccccc1 ?
HT1080 cytotoxicity: 3%; DPM-DC inhibit: inactive; PMK inhibit: 0; MK inhibit: 0; LYP inhibition: 6%; HPDE-C7 cytotoxicity: -5%; Bfl-1 displacement: 28%; TNAP inhibition: 14%; KRASV12 cytotoxicity: -20%; PMK inhibit pilot replicates: 4.0; MK inhibit pilot replicates: 0.0; DPM-DC inhibit pilot screen %: 3.0

Results for CCC1(C)COC2(OC1)C(=O)Nc1ccccc12 (configuration not stated) ?
HT1080 cytotoxicity: -1%; DPM-DC inhibit: inactive; PMK inhibit: 13; MK inhibit: 10; HPDE-C7 cytotoxicity: -2%; Bfl-1 displacement: 3%; TNAP inhibition: 9%; KRASV12 cytotoxicity: 3%

Results for CS(=O)(=O)N(CC(N)=O)Cc1ccc(Cl)cc1 ?
HT1080 cytotoxicity: -8%; DPM-DC inhibit: inactive; PMK inhibit: 0; MK inhibit: 9; LYP inhibition: 9%; HPDE-C7 cytotoxicity: -6%; Bfl-1 displacement: -8%; TNAP inhibition: 12%; KRASV12 cytotoxicity: 5%

How did COC(=O)c1c(C)[nH]c(C(=O)CN2CCOCC2)c1C do in these assays?
HT1080 cytotoxicity: -1%; DPM-DC inhibit: inactive; PMK inhibit: 18; MK inhibit: 1; LYP inhibition: 10%; HPDE-C7 cytotoxicity: 4%; Bfl-1 displacement: -10%; TNAP inhibition: 7%; KRASV12 cytotoxicity: 0%

Results for O=C(NCC(F)(F)F)Nc1ncccn1 ?
HT1080 cytotoxicity: 0%; DPM-DC inhibit: inactive; PMK inhibit: 10; MK inhibit: 16; HPDE-C7 cytotoxicity: -13%; Bfl-1 displacement: 2%; TNAP inhibition: 16%; KRASV12 cytotoxicity: -4%

How did O=C(C1CCN(S(=O)(=O)c2cccc3cccnc23)CC1)N1CC=C(c2ccccc2)CC1 do in these assays?
HT1080 cytotoxicity: 4%; DPM-DC inhibit: inactive; PMK inhibit: 0; MK inhibit: 7; LYP inhibition: 11%; HPDE-C7 cytotoxicity: 15%; Bfl-1 displacement: 5%; TNAP inhibition: 8%; KRASV12 cytotoxicity: 34%

What do the screens show for `C(=C\c1ccccc1)/CSc1nnc(-c2ccccn2)n1Cc1ccco1`?
HT1080 cytotoxicity: 41%; DPM-DC inhibit: inactive; PMK inhibit: 2; MK inhibit: 2; HPDE-C7 cytotoxicity: 34%; Bfl-1 displacement: -7%; TNAP inhibition: 18%; KRASV12 cytotoxicity: 35%; PMK inhibit pilot replicates: 1.0; MK inhibit pilot replicates: 1.5; DPM-DC inhibit pilot screen %: 5.0

Results for Cn1c(SCC(=O)Nc2cccc(F)c2)nnc1-c1cc2ccccc2o1 ?
HT1080 cytotoxicity: -1%; DPM-DC inhibit: inactive; PMK inhibit: 7; MK inhibit: 8; LYP inhibition: 7%; HPDE-C7 cytotoxicity: 6%; Bfl-1 displacement: -6%; TNAP inhibition: 6%; KRASV12 cytotoxicity: 0%

How did CC(C)(C)NC(=O)C(c1ccc(OCC(N)=O)cc1)N(C(=O)c1cccnc1)C1CC1 (configuration not stated) do in these assays?
HT1080 cytotoxicity: -3%; DPM-DC inhibit: inactive; PMK inhibit: 11; MK inhibit: 6; HPDE-C7 cytotoxicity: -4%; Bfl-1 displacement: -2%; TNAP inhibition: 5%; KRASV12 cytotoxicity: -11%

How did CC1CCCN(C(=O)c2ccc3nc[nH]c3c2)C1 (configuration not stated) do in these assays?
HT1080 cytotoxicity: 5%; DPM-DC inhibit: inactive; PMK inhibit: 0; MK inhibit: 0; HPDE-C7 cytotoxicity: -13%; Bfl-1 displacement: -10%; TNAP inhibition: 2%; KRASV12 cytotoxicity: -23%

Results for Cn1c(N2CCCC2)nc2c1c(=O)n(Cc1ccc(Cl)cc1)c(=O)n2C ?
HT1080 cytotoxicity: 6%; DPM-DC inhibit: inactive; PMK inhibit: 7; MK inhibit: 0; HPDE-C7 cytotoxicity: 2%; Bfl-1 displacement: -8%; TNAP inhibition: 11%; KRASV12 cytotoxicity: 26%

What do the screens show for `O=C(Cn1c(C(=O)N2CCN(C3CCCC3)CC2)cc2sccc21)c1ccccc1`?
HT1080 cytotoxicity: 0%; DPM-DC inhibit: inactive; PMK inhibit: 8; MK inhibit: 6; HPDE-C7 cytotoxicity: -3%; Bfl-1 displacement: 1%; TNAP inhibition: 6%; KRASV12 cytotoxicity: 4%

How did CCN(CC)c1ccc2cc(-c3nnc(-c4ccncc4)o3)c(=O)oc2c1 do in these assays?
HT1080 cytotoxicity: -3%; DPM-DC inhibit: inactive; PMK inhibit: 0; MK inhibit: 9; LYP inhibition: -7%; HPDE-C7 cytotoxicity: 59%*; Bfl-1 displacement: -110%; TNAP inhibition: 11%; KRASV12 cytotoxicity: 71%*

Results for C=CCNc1ncnc2c1cnn2-c1ccc(Cl)cc1 ?
HT1080 cytotoxicity: 2%; DPM-DC inhibit: inactive; PMK inhibit: 7; MK inhibit: 6; LYP inhibition: 6%; HPDE-C7 cytotoxicity: -7%; Bfl-1 displacement: 3%; TNAP inhibition: 2%; KRASV12 cytotoxicity: 6%

Results for Cc1cccc(N2CCN(C(=O)CCn3c(=S)[nH]c4cc5c(cc4c3=O)OCO5)CC2C)c1 (configuration not stated) ?
HT1080 cytotoxicity: -2%; DPM-DC inhibit: inactive; PMK inhibit: 16; MK inhibit: 3; LYP inhibition: 9%; HPDE-C7 cytotoxicity: 50%; Bfl-1 displacement: 3%; TNAP inhibition: 13%; KRASV12 cytotoxicity: 62%*; PMK inhibit pilot replicates: 3.0; MK inhibit pilot replicates: 4.5; DPM-DC inhibit pilot screen %: 2.5

What do the screens show for `Cc1nn(CC(C)C)c(=S)[nH]c1=O`?
HT1080 cytotoxicity: -6%; DPM-DC inhibit: inactive; PMK inhibit: 6; MK inhibit: 5; HPDE-C7 cytotoxicity: 7%; Bfl-1 displacement: 1%; TNAP inhibition: -1%; KRASV12 cytotoxicity: 4%

How did CC(C)c1nnc(NC(=O)Cc2cccs2)s1 do in these assays?
HT1080 cytotoxicity: 4%; DPM-DC inhibit: inactive; PMK inhibit: 0; MK inhibit: 5; HPDE-C7 cytotoxicity: 2%; Bfl-1 displacement: -12%; TNAP inhibition: 15%; KRASV12 cytotoxicity: 16%; PMK inhibit pilot replicates: 1.5; MK inhibit pilot replicates: 0.0; DPM-DC inhibit pilot screen %: 0.0

3 consecutive compounds already listed, for reference:
Results for Cc1cccc(N2CCN(C(=O)CCn3c(=S)[nH]c4cc5c(cc4c3=O)OCO5)CC2C)c1 (configuration not stated) ?
HT1080 cytotoxicity: -2%; DPM-DC inhibit: inactive; PMK inhibit: 16; MK inhibit: 3; LYP inhibition: 9%; HPDE-C7 cytotoxicity: 50%; Bfl-1 displacement: 3%; TNAP inhibition: 13%; KRASV12 cytotoxicity: 62%*; PMK inhibit pilot replicates: 3.0; MK inhibit pilot replicates: 4.5; DPM-DC inhibit pilot screen %: 2.5

What do the screens show for `Cc1nn(CC(C)C)c(=S)[nH]c1=O`?
HT1080 cytotoxicity: -6%; DPM-DC inhibit: inactive; PMK inhibit: 6; MK inhibit: 5; HPDE-C7 cytotoxicity: 7%; Bfl-1 displacement: 1%; TNAP inhibition: -1%; KRASV12 cytotoxicity: 4%

How did CC(C)c1nnc(NC(=O)Cc2cccs2)s1 do in these assays?
HT1080 cytotoxicity: 4%; DPM-DC inhibit: inactive; PMK inhibit: 0; MK inhibit: 5; HPDE-C7 cytotoxicity: 2%; Bfl-1 displacement: -12%; TNAP inhibition: 15%; KRASV12 cytotoxicity: 16%; PMK inhibit pilot replicates: 1.5; MK inhibit pilot replicates: 0.0; DPM-DC inhibit pilot screen %: 0.0

Screening data as filed in PubChem BioAssay.
